Compound activity from PubChem BioAssay.
PfHsp90 yeast 2 = reduces growth (ATP signal) of yeast expressing P. falciparum Hsp90. AID 504621. 0.32% of 310,000 active. S. cerevisiae expressing PfHsp90, BacTiter-Glo ATP, 48 h; yeast lacking PDR1 and PDR3 efflux regulators. inhibition, % at 9.4 µM;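 active means every replicate shows inhibition above about 80%, whatever the replicate mean, limit read from the data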;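 further: 0% = DMSO neutral controls and 100% = 20 µM radicicol positive controls; yeast relying on Plasmodium falciparum Hsp90 in place of its own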
E coli growth = reduces bacterial viability in AddAB counter-screen | inhibition, % at 11.9 µM | 0.27% of 330,000 active | E. coli V3065 growth, OD600 absorbance, 18 h;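 active means inhibition above the campaign's mean inhibition across all tested compounds plus 3 SD, cut at about 9.9% in these data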;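 further: uninfected addAB+ strain grown without phage in ampicillin broth; 0% = DMSO wells and 100% = ciprofloxacin 0.95 µg/ml wells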
AddAB inh = less growth of phage-infected E. coli with AddAB | inhibition, % at 11.9 µM | E. coli expressing H. pylori AddAB, absorbance growth | 0.29% of 330,000 active; in the data active means inhibition above about 12%;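 further: 0% = vehicle wells of infected cells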
HTR5A inv ag = HTR5A inverse agonism, opioid heterodimer counter-screen; P47898; HTR5A cell line, luminescence; inhibition, % at 9.3 µM; 0.083% of 340,000 active; AID 504634; in the data active means inhibition mostly above about 23%, no sharp cut-off; inactive means mostly below about 18%;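 further: 0% = cells with DMSO and 100% = no-cell wells with DMSO; some compounds called inactive have numbers as strong as hits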
PKA-R1A activ = activates the PKA-R1A holoenzyme complex. PKA-R1A dissociation, Cy5-IP20 fluorescence polarization; scaled: DMSO 0%, 113 µM cGMP 100%. activation, % at 11.4 µM. 0.083% of 340,000 active. AID 504707;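 active means percent activation above the mean of all tested compounds plus 3 SD, cut at about 19% in these data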;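 further: higher means more PKAc released from R1A so a rise in polarization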
HTR5A ag ctr = HTR5A agonism, opioid heterodimer counter-screen. P47898. HTR5A agonist assay, luminescence, cell-based. activation, % at 9.3 µM. 0.61% of 340,000 active; in the data active means activation mostly above about 9.5%, no sharp cut-off; inactive means mostly below about 7.6%;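 further: 0% = cells with vehicle only and 100% = reference agonist; strong numbers were not always called active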
OPRM1-OPRD1 inv = mu-delta opioid heterodimer inverse agonism | P35372+P41143 | inhibition, % at 9.3 µM | cell-based MOR-DOR heterodimer luminescence | 0.21% of 340,000 active; in the data active means inhibition above about 22%, passing the limit was not always enough;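 further: 0% = cells with DMSO and 100% = wells without cells with DMSO; values of inactives mirror those of a sister screen read the other way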
Target sequence (P35372 whole entry, looked up): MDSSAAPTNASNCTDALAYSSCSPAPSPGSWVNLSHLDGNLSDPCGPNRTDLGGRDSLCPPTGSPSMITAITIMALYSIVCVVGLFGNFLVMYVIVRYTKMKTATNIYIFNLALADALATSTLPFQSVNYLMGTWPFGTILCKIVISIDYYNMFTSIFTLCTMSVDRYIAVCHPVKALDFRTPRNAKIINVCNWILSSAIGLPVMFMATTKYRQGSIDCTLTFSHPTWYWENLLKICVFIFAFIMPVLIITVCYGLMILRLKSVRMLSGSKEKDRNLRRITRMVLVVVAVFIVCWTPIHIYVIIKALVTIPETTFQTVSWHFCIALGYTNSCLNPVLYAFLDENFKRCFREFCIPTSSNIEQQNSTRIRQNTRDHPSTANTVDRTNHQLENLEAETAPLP
Target sequence (P41143 whole entry, looked up): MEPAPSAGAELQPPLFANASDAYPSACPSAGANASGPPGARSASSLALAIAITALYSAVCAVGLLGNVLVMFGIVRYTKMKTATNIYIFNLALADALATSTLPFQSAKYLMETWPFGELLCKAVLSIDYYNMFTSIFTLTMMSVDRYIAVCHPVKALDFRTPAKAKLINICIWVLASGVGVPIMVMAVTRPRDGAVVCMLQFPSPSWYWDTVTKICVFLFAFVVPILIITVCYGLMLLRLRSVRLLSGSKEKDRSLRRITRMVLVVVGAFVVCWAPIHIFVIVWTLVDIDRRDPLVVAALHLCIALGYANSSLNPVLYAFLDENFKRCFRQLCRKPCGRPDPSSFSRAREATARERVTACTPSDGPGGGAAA
Pemphigus Ab inh = inhibitors of pemphigus antibody binding to human desmoglein-3 | AID 588358 | P32926 | binding (percent of control), % at 10 µM | DSG3-coupled beads, scFv-anti-DSG3-GFP binding, flow cytometry; stronger effect = lower value | 0.48% of 310,000 active;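 active means binding more than 3 SD below its plate's average and above zero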;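 further: hits lower antibody fragment binding to DSG3; some compounds called inactive have numbers as strong as hits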
OPRM1-OPRD1 ag = OPRM1-OPRD1 heterodimerization agonism; 0.3% of 340,000 active; AID 504326; activation, % at 9.3 µM; cells, luminescence; in the data active means activation above about 18%;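 further: 0% = vehicle-treated cells and 100% = reference agonist; values of inactives mirror those of a sister screen read the other way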
SUMO Mot1 rescue = inhibitors of SUMOylation pathway: yeast Mot1-301 growth rescue; S. cerevisiae Mot1-301 growth rescue, ATP luminescence, 38.5C; percent above DMSO median, 100 means doubled; growth rescue, % at 18.8 µM; 1% of 320,000 active; AID 2716;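 active means every valid replicate shows activation above 250% relative to neutral control wells; inactive means the rest, any valid replicate at or below 250%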;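 further: OY570 slx delta 5 strain wells were the positive control but not used for scaling; some compounds called inactive have numbers as strong as hits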
phage Ecoli inh = E. coli growth loss with phage present; growth absorbance; inhibition, % at 11.9 µM; 0.26% of 360,000 active; in the data active means inhibition above about 11%
* marks the source's active call; other numbers are inactive results; nt = not tested or not shown. Not a hit list; any-hit rate near 3.2%.

SMILES	PfHsp90 yeast 2	E coli growth	AddAB inh	HTR5A inv ag	PKA-R1A activ	HTR5A ag ctr	OPRM1-OPRD1 inv	Pemphigus Ab inh	OPRM1-OPRD1 ag	SUMO Mot1 rescue	phage Ecoli inh
O=C(CSc1nc2ccc(Cl)cc2[nH]1)Nc1ccc2[nH]c(=O)[nH]c2c1	-15	-1.6	-2.8	-2	-13	1	13	104	-2.6	27	4.6
C#CCOCCOCCOCCNc1nc(N2CCN(C(=O)CCCCCCCCCCNC(=O)[C@H](CO)n3cc(CCCSC)nn3)CC2)nc(N2CCN(C(=O)CCCCCCCCCCNC(=O)[C@H](CCCN=C(N)N)n3cc(C[C@@H](C)CC)nn3)CC2)n1	15	-1.4	1.8	-10	8	2	-36	131	5.9	237	nt
COC(=O)c1ccccc1NC(=O)CN1CCc2ccccc2C1	10	-0.3	1.2	-9	6	2	-10	117	2.1	-8	2.3
COc1cccc(NC(=O)C2C3C=CC4(O3)C2C(=O)N(CCCN2CCCCC2)C4C(=O)NC2CCCCC2)c1 (stereo unspecified)	10	-2.3	2.6	-15	-4	6	11	111	-2.0	3	-0.9
Cc1nn(-c2cccc(Cl)c2)c2nc(-c3ccco3)cc(C(=O)O)c12	-2	-0.8	1.4	-10	-5	-1	16	97	-3.2	9	1.6
CC(C)(C)c1ccc(C(=O)NC(=S)N2CCOCC2)cc1	-20	-3.3	-5.1	9	-7	-4	4	108	-1.0	3	0.0
COc1ccc(N2CCN(C(=O)CCCn3c(=S)[nH]c4cc5c(cc4c3=O)OCO5)CC2)cc1	nt	-0.8	0.0	-6	-1	2	10	nt	-1.9	98	0.5
COc1ccc(C(=O)NN2CCCCC2)cc1OC	-6	1.7	1.9	-14	-4	-1	10	101	-2.0	-1	5.6
CC(C)[C@H](NC(=O)Nc1cccc(Br)c1)C(=O)O	-18	0.6	5.1	0	-11	0	4	82	-0.6	-2	3.1
CS(=O)(=O)N(CC(=O)N1CCN(Cc2ccc3c(c2)OCO3)CC1)C1CCCCC1	4	-0.4	0.5	9	7	-4	1	96	-0.1	10	-0.5
O=C(Nc1ccccc1N1CCOCC1)c1cccc(S(=O)(=O)Nc2ccccc2F)c1	-11	1.6	0.9	5	0	-2	11	nt	-2.7	0	-1.2
Cc1cc(NC(=O)CSc2ccc3nnc(-c4ccc(Cl)cc4)n3n2)no1	-5	2.1	0.2	14	1	1	-1	107	0.2	3	2.3
COc1ccc(C(=O)/C(=C/O)N=Nc2ccc(F)cc2)cc1	1	-0.1	1.3	4	-2	0	12	-4.7*	-2.4	-22	3.6
Cc1ccc(C#N)c(SCc2ccccc2[N+](=O)[O-])n1	-1	1.7	4.8	-12	13	4	-7	84	1.5	1	2.1
COc1cccc(/C=N/N(C)C2=NS(=O)(=O)c3ccccc32)c1O	30	1.8	-0.2	23	6	-6	8	80*	-1.6	3	5.6
Cc1ccc(S(=O)(=O)NC(=O)c2cc(C)n(CCCN3CCOCC3)c2C)cc1	0	-1.7	1.8	-1	-8	0	10	102	-1.9	-17	0.7
COc1cc(-c2nc(S(=O)(=O)c3ccc(Cl)cc3)c(N(C)C)o2)cc(OC)c1OC	18	-2.3	3.2	4	-3	-2	11	109	-2.6	9	1.4
Cc1cccc(C(=O)N2CCCC(N3CCN(c4ccccc4)CC3)C2)n1 (stereo unspecified)	15	-0.6	3.2	5	-7	-3	10	96	-1.9	0	0.2
COc1ccccc1CCNC(=O)/C(=C/c1cccnc1)NC(=O)c1ccccc1	7	-2.1	2.7	-1	-7	1	3	84	-0.5	391*	4.2
CSc1sc(C#N)c2c1/C(=N\O)CCC2	-7	1.1	5.4	-5	6	-2	21	nt	-4.1	2	1.9
C=CC[C@@H](CC(=O)N(CCO)Cc1ccccc1)C(=O)N[C@H](COC(=O)[C@@H](CC=C)CC(=O)OC(C)(C)C)C(C)(C)C	-8	-2.2	0.4	-20	5	-1	-26	101	4.5	19	3.5
Cc1cc(C)n(C(=O)c2ccc(NC(=O)CC(C)C)cc2)n1	-9	-1.4	1.6	-11	-6	4	8	101	-1.5	1	0.8
CCN1CCCC1CNC(=O)c1cc2c(OC)c(OC)c(OC)cc2[nH]1 (stereo unspecified)	10	-1.0	-1.1	-18	-1	5	-3	112	0.7	-5	0.8
CC1(C)C(C=C(Cl)Cl)C1C(=O)Nc1ccc(S(=O)(=O)Nc2ncccn2)cc1 (stereo unspecified)	25	1.6	3.2	11	-10	-1	8	100	-1.3	5	2.0
CC1CN(C(=O)Nc2ccc3c(c2)OCCO3)CC(C)O1 (stereo unspecified)	nt	-1.7	3.8	-9	2	4	5	111	-1.0	-15	0.6
O=[N+]([O-])C(=C1SCCS1)C(=C(Cl)Cl)N1CCCCC1	-16	-1.5	0.0	8	1	-3	-15	99	2.7	15	5.2
CN(CCCC1CCCC1)C(=O)CC1C(=O)NCCN1Cc1ccc(F)cc1 (stereo unspecified)	-6	0.1	-0.4	-9	8	4	19	105	-3.8	15	-2.6
Cc1nnc(SCC2=C(C(=O)O)N3C(=O)C(NC(=O)COc4ccccc4)C3SC2)s1 (stereo unspecified)	9	nt	nt	6	0	-3	4	93	-0.7	nt	3.6
COc1ccc(S(=O)(=O)N(C)C)cc1NC(=O)CSC(C)C(=O)Nc1cc(C)on1 (stereo unspecified)	9	0.9	1.2	3	-1	2	-10	111	2.5	-7	1.2
CCN1C(=O)CC(N2CCN(CC(=O)NC(C)C)CC2)C1=O (stereo unspecified)	15	-2.1	-1.5	-1	2	7	9	97	-1.7	-8	0.6
O=C(NCc1cccnc1)C1CC(c2ccc(Cl)c(Cl)c2)=NO1 (stereo unspecified)	-16	2.0	3.3	4	6	1	14	118	-2.6	10	3.6
COc1cc(NC(=O)CSc2nnc(C)s2)cc(OC)c1OC	-9	1.4	2.4	4	10	7	-3	95	0.6	-4	4.2
CN(C(=O)c1ccncc1)C1CCCN(Cc2ccccc2F)C1 (stereo unspecified)	-38	-0.9	1.0	-20	8	-1	0	111	0.0	6	1.1
O=C(NCc1n[nH]c(=S)n1Cc1ccccc1)c1ccc(Cl)cc1Cl	15	2.3	1.1	1	-3	-1	-7	107	1.3	-7	2.5
COc1cc(Nc2ncnc(N)n2)cc(OC)c1	4	-1.3	-2.6	-14	-7	2	12	111	-2.4	-3	0.4
Cc1cccn2c(=O)c3cc(C(=O)NCC4CCCO4)c(=N)n(Cc4cccnc4)c3nc12 (stereo unspecified)	-17	-2.2	-0.2	7	-1	-1	3	112	-0.6	8	2.0
CC1CC(C)(C)NC(=S)N1CCC(=O)NCc1ccc(Cl)cc1 (stereo unspecified)	27	0.8	-0.8	14	-13	-5	13	116	-2.7	12	3.0
CCOc1ccc(C(O)(c2ccccc2OC)C(CN2CCCC2)c2ccccc2)cc1 (stereo unspecified)	2	0.2	4.3	1	3	0	19	115	-3.8	-5	3.0
O=S(=O)(Nc1ccc2c(c1)OCO2)c1ccc(Br)s1	14	-0.8	2.5	17	-6	-5	-9	nt	1.9	63	2.5
Cc1nc(NC(=O)c2ccccc2)sc1-c1csc(NCCc2ccccc2)n1	-10	1.6	1.4	-4	-3	3	-10	96	2.0	-33	7.2

Only phage Ecoli inh and HTR5A ag ctr, for some of the entries so far:
mol	phage Ecoli inh	HTR5A ag ctr
CN(C(=O)c1ccncc1)C1CCCN(Cc2ccccc2F)C1 (stereo unspecified)	1.1	-1
O=C(NCc1n[nH]c(=S)n1Cc1ccccc1)c1ccc(Cl)cc1Cl	2.5	-1

(list continues)
SMILES	PfHsp90 yeast 2	E coli growth	AddAB inh	HTR5A inv ag	PKA-R1A activ	HTR5A ag ctr	OPRM1-OPRD1 inv	Pemphigus Ab inh	OPRM1-OPRD1 ag	SUMO Mot1 rescue	phage Ecoli inh
Cc1ccc(CN(CC(=O)NC2CCCC2)C(=O)CSc2nnc(COc3ccccc3)o2)cc1	nt	-4.9	-0.6	1	6	3	10	nt	-1.7	43	2.3
O=C(Nc1ccccc1C(=O)Nc1nncs1)c1ccccc1	1	-0.4	1.8	3	-13	-3	-2	105	0.4	-5	0.9
c1ccc(CCNc2c3c(nc4ncnn24)CCC3)cc1	4	1.4	0.8	-40	0	-2	9	106	-1.6	5	3.6
CCOC(=O)CSC1=N/C(=C/c2ccc(-n3cncn3)cc2)C(=O)N1C(C)=O	-3	-1.5	-1.1	11	4	-4	10	nt	-2.1	1	-0.8
CCCCn1nc(C(=O)N(C)CC(=O)Nc2cccc(F)c2)c2ccccc2c1=O	3	0.3	1.4	-1	-8	3	15	105	-2.4	-4	-4.3
CC(C)CC(=O)Nc1ccc(C(=O)COc2ccc(-c3nnco3)cc2)cc1	-15	-3.6	-2.2	-9	-6	1	13	95	-2.2	-4	2.7
O=C(CSc1nnnn1-c1ccccc1)N1CCNC1=O	-10	-2.4	2.2	28	0	-4	-3	100	0.5	22	-0.6
O=c1c2sccc2nc(SCc2cc(=O)n3ccccc3n2)n1-c1ccc(Br)cc1	-5	-0.3	2.8	-18	-3	-1	21	107	-3.9	-1	2.3
CCOc1cc(CN2CCN(C(=O)CC(C)C)CC2)ccc1OC	5	-1.4	2.4	2	-1	0	6	111	-1.3	-11	-1.4
COc1ccccc1OCc1ccc(C(=O)N2CCCCC2)o1	-1	-3.8	2.7	-9	-3	1	12	nt	-2.0	-21	0.2
COc1cccc(C(=O)CSc2nnc(CNS(=O)(=O)c3ccc(C)cc3)n2C)c1	29	nt	nt	-7	-5	1	-4	104	1.0	nt	2.9
CC(Oc1cccc(Cl)c1)C(=O)Nc1ccncc1 (stereo unspecified)	-9	-0.1	-1.0	-2	0	0	13	81	-2.1	-1	4.7
CCOc1ccc(NC(=O)C2CC(=O)NC(N3CCc4ccccc43)=N2)cc1 (stereo unspecified)	-4	-0.3	2.6	7	3	-1	16	105	-2.9	10	1.2
CN(C)c1ccc(C(=O)N2CCN(c3cc(C(F)(F)F)nc4ccccc34)CC2)cc1	-16	-0.2	3.1	26	-13	0	-9	107	1.8	0	1.3
CCN(C(=O)c1cnc(OC)cc1C(F)(F)F)c1ccc(Cl)cc1Cl	-8	-1.4	-1.1	28	-2	1	5	108	-0.9	-10	2.2
O=CN1CCN(C2CC(=O)N(c3ccc(Br)cc3)C2=O)CC1 (stereo unspecified)	34	-3.8	1.3	0	-3	0	-1	109	0.3	-1	0.0
COc1ccccc1OCC(=O)N/N=C1/SCC(=O)N1Cc1ccccc1	10	-0.8	0.7	10	-6	2	18	94	-3.6	354*	3.7
Cc1ccc(SCC(=O)NCCc2ccc(F)cc2)cc1	-8	0.1	0.1	-3	7	1	8	120	-1.5	117	-1.3
CCOc1ccc(C(C)=O)cc1N1C(=O)C2C3C=CC(C3)C2C1=O (stereo unspecified)	nt	-2.0	3.1	-19	-4	3	-2	101	0.4	455	nt
COc1ccc(C(CNS(=O)(=O)c2ccc(NC(C)=O)c(OC)c2)N2CCCC2)cc1 (stereo unspecified)	-16	1.7	2.0	14	-6	5	12	97	-3.0	-18	3.1
Cc1ccc(S(=O)(=O)NCCC(=O)O)cc1	13	0.6	1.8	-35	-5	5	5	110	-0.8	4	4.0
